Bioassay records as filed in PubChem BioAssay.
PKA-R2B act: activators of PKA-R2B holoenzyme, primary screen, biochemical, fluorescence polarization, Cy5-IP20, human; PKA-R2B holoenzyme dissociation; R2B truncated from residue 108, S112A mutant; 0% DMSO only, 100% 113 µM cGMP; AID 504700, 2011; cAMP-dependent protein kinase catalytic subunit beta (Homo sapiens) + cAMP-dependent …; activation, % at 11.4 µM; 340,000 tested, 0.079% active;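 active = activation above a cutoff set at the mean over all compounds plus 3 SD, cut at about 18% in these data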;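 also: higher means more holoenzyme dissociation and a rise in polarization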
Target sequence (P31323 whole entry, looked up, other chains not shown, the tested form may be a part): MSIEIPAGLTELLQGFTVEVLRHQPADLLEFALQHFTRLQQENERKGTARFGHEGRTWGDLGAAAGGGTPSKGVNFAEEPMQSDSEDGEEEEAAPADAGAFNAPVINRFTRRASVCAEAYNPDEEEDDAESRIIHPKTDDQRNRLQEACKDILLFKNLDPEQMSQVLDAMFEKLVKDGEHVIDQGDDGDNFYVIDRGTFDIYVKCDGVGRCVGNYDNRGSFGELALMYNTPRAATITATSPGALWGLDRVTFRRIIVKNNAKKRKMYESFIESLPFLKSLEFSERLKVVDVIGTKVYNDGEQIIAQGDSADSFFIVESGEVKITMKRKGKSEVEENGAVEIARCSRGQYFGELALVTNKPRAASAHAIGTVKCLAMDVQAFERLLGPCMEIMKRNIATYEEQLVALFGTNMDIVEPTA
SR-BI DiI inh: inhibitors of SR-BI mediated HDL lipid uptake, primary screen, ldlA[mSR-BI] cells, fluorescence, single point. Scavenger receptor class B member 1 (Mus musculus), Q61009. ldlA[mSR-BI] CHO cells, DiI-HDL uptake fluorescence, 3 h. inhibition, % at 12.5 µM. 320,000 tested, 0.96% active;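 active = mean replicate inhibition of at least 70% and a set share of replicates each scoring 70 or more; inconclusive = meets just one of the two criteria; inactive = fails both criteria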;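 also: 0% = median of neutral control wells and 100% = median of positive control wells; values of inactives mirror those of a sister screen read the other way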
NSD2 inh: NSD2 histone methyltransferase inhibitors, primary screen, biochemical, AlphaScreen, single concentration, set 2. Histone-lysine N-methyltransferase NSD2 (Homo sapiens), O96028. NSD2 peptide methylation, 120 min. inhibition, % at 12.5 µM. 310,000 tested, 0.54% active. AID 743445, 2014; in the data active = inhibition above about 50%
RTF Ca sens inh: cardiac RTF calcium sensitivity inhibitors, primary screen, biochemical, IANBD-TnC fluorescence, EC70 calcium; 340,000 tested, 0.12% active; IANBD-labeled cardiac RTF, Ca2+ fluorescence; Troponin I, cardiac muscle (Homo sapiens) + Troponin T, cardiac muscle (Homo sapiens) + …; inhibition, % at 7.15 µM;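 active = inhibition above the mean inhibition of all tested compounds plus 3 SD, cut at about 17% in these data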;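 also: assay run at fixed EC70 calcium of 1.6 mM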
SR-BI uptake up: activators of SR-BI mediated DiI-HDL uptake, primary screen, ldlA[mSR-BI] CHO cells, DiI fluorescence; 3 h; 100 = double the neutral-control signal; activation, % at 12.5 µM; 320,000 tested, 0.096% active; AID 504775, 2011;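 active = mean replicate activation of at least 60% and every replicate at or above 60%; inconclusive = mean or all-replicate condition met, but not both; inactive = mean below 60% and not all replicates reaching 60%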;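 also: 0% = median plate neutral-control signal and 100% = twice that signal; values of inactives mirror those of a sister screen read the other way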
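Test system: SR-BI-overexpressing, LDLR-lacking CHO cells; Also added: labelled HDL, 10 µg/mL; Measured by: bottom-read cell fluorescence after medium removal, ex 550/em 595 nm; Timing: 3 h uptake period with compound, 37 °C; Buffer or medium: F12, 0.5% BSA, 25 mM HEPES; Doses: single compound concentration, delivered by pin transfer.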
PvdQ inh: P. aeruginosa PvdQ acylase inhibitors, primary screen, biochemical, fluorescence, plate reader and imaging, single point; inhibition, % at 10 µM; PvdQ acylase [Pseudomonas aeruginosa LESB58]; purified PvdQ acylase; 340,000 tested, 0.063% active; AID 488965, 2010; in the data active = inhibition above about 30%, passing the limit was not always enough; inconclusive = no clear call, values can overlap the other calls;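 also: 0% = vehicle neutral wells and 100% = reference inhibitor wells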
Arr AP2 block: inhibitors of beta-arrestin/AP2 binding, primary screen, biochemical, GPCR trafficking, flow cytometry | beta-arrestin 1 C-terminal peptide binding to AP2 beta2-adaptin appendage (human) | FITC-arrestin peptide / GST-AP2 beads; AP2 beta2 appendage carries R879A mutation | inhibition, % at 10 µM | 340,000 tested, 0.31% active | AID 504490, 2011;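 active = inhibition above a set limit, near 3 SD of compounds lacking own fluorescence, cut at about 54% in these data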;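 also: plate controls were DMSO wells for no effect and 5 µM unlabelled arrestin peptide for full effect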
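Assay system: GST-AP2 R879A bound to glutathione beads, E. coli-expressed; Medium: PBS with 0.05% Tween 20 and 0.1% BSA; Also added: fluorescein-tagged arrestin peptide at 50 nM final; Timing: 12 min plus 1 h, RT; Measured by: flow cytometry, FL1 (488/535 nm); Evaluation: percent drop in bead-associated FITC signal.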
DAGLB inh: DAGLB lipase inhibitors, primary screen, biochemical, fluorescence, HTS; Diacylglycerol lipase-beta (Homo sapiens), Q8NCG7; HEK293T DAGLB membrane lysate, EnzChek fluorogenic substrate; inhibition, % at 5.17 µM; 340,000 tested, 0.059% active; AID 504411, 2011; in the data active = inhibition above about 34%;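 also: 0% = enzyme with vehicle and 100% = wells lacking enzyme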
Target sequence (Q8NCG7 whole entry, looked up): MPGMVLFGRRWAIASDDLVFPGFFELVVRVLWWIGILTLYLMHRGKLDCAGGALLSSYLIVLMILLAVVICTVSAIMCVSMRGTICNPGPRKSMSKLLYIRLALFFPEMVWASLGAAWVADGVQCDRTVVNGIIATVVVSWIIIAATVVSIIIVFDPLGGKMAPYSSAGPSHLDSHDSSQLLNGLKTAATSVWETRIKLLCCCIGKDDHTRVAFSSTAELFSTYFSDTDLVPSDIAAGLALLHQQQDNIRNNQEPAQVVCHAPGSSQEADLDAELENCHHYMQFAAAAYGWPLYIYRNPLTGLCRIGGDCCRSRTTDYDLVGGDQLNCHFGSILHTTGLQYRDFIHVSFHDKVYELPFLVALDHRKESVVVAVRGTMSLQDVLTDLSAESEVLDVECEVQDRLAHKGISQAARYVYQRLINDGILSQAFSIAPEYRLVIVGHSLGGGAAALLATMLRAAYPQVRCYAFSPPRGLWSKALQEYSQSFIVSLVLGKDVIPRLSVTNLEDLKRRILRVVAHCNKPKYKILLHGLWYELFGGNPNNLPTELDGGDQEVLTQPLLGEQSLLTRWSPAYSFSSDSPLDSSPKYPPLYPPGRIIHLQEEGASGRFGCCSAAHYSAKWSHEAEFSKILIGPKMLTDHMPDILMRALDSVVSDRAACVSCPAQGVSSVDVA
LANA DNA inh: inhibitors of KSHV C-LANA binding to DNA, primary screen, biochemical, fluorescence polarization, FAM-LBS DNA, MBP-C-LANA, single point; 340,000 tested, 0.078% active; inhibition, % at 9 µM; Kaposi's sarcoma herpesvirus LANA C-terminal domain (residues 932-1162) DNA binding;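 active = highest replicate inhibition at or above 60% at 9 µM, even if other replicates fall short; inactive = all replicates below 60% inhibition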;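 also: 0% = neutral control wells and 100% = 4 µM acridine orange control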
Keap1 Nrf2 FP: Keap1-Nrf2 protein-protein interaction inhibitors, primary screen, biochemical, fluorescence polarization, single point | Keap1 Kelch-Nrf2 peptide fluorescence polarization, 1536-well | inhibition, % at 9.4 µM | 340,000 tested, 0.15% active | AID 504523, 2011; in the data active = inhibition above about 12%; inconclusive = no clear call, values can overlap the other calls; inactive = below about 7.3%;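 also: human Keap1 Kelch domain with fluorescein labeled Nrf2 9mer peptide probe; 0% = neutral control wells and 100% = peptide positive control; higher means more block of Keap1 binding to Nrf2 peptide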
Numbers without * were called inactive; ? = inconclusive; . = no result given.

1. COc1cc(OC)cc(C(=O)Nc2cccc(NC(C)=O)c2)c1
2. CCOc1ccccc1NC(=O)Nc1cnccn1
3. Cc1ccc(Cl)cc1NC(=O)CNC(=O)N1CC(=O)Nc2ccccc21
4. O=C(Cc1ccc(-n2c(=O)[nH]c3ccccc3c2=O)cc1)N1CCN(c2ccccc2)CC1
5. CCOC(=O)c1cnc2nc(C)nn2c1N
Screen / compound no. | 1 | 2 | 3 | 4 | 5
SR-BI DiI inh | 25 | 1 | -2 | 7 | -14
SR-BI uptake up | -25 | -1 | 2 | -7 | 14
LANA DNA inh | -1.9 | -0.8 | -0.8 | -1.2 | .
DAGLB inh | -3 | -1 | 1 | -2 | 0
RTF Ca sens inh | 15 | -2 | -13 | 1 | -7
PvdQ inh | 7 | -3 | -18 | -11 | -3
Arr AP2 block | 29 | 103* | -4 | -8 | 37
NSD2 inh | -2 | 1 | 9 | -2 | -4
PKA-R2B act | -14 | 4 | 7 | -1 | -2
Keap1 Nrf2 FP | -4 | 0 | -1 | -1 | .

6. COc1cccc(CCNC(=O)C2CCCN(c3ncnc4c3nc3n4CCCCC3)C2)c1OC (configuration not stated)
7. NS(=O)(=O)c1cccnc1Nc1c(Cl)cccc1Cl
8. COc1cc(OC)cc(C(=O)NCCOc2ccccc2)c1
9. O=C(CCc1nc2ccccc2[nH]c1=O)OCc1ccc(S(=O)(=O)N2CCOCC2)cc1
10. COc1cccc(N2CCN(c3cnc4ccccc4n3)CC2)c1
Screen / compound no. | 6 | 7 | 8 | 9 | 10
SR-BI DiI inh | 2 | 9 | . | -10 | ?
SR-BI uptake up | -2 | -9 | . | 10 | -70
LANA DNA inh | -2.0 | 0.3 | -0.7 | 0.5 | 0.7
DAGLB inh | 2 | -1 | -2 | 1 | 0
RTF Ca sens inh | -9 | 2 | -2 | 1 | 6
PvdQ inh | -5 | -1 | -17 | 21 | -13
Arr AP2 block | 7 | 30 | -3 | 17 | -9
NSD2 inh | 1 | 48 | -1 | 3 | -15
PKA-R2B act | -2 | -1 | 4 | -16 | -14
Keap1 Nrf2 FP | 5 | 3 | -3 | -4 | -2

11. O=C(O)Cc1sc(Nc2ccc(F)cc2)nc1-c1cccs1
12. Nc1ncnc2c1cnn2C1CCCCC1
13. COc1ccc(CCNC(=O)c2n[nH]c(=O)c3ccccc23)cc1
14. COc1cccc(CNC(=O)CCC2CCCN(C(=O)c3cc4ccccc4o3)C2)c1 (configuration not stated)
15. Cc1cc(/C=N/NC(=O)C(=O)NCc2ccccn2)c(C)n1-c1cccc(Br)c1
Screen / compound no. | 11 | 12 | 13 | 14 | 15
SR-BI DiI inh | 16 | 7 | -1 | 9 | 60
SR-BI uptake up | -16 | -7 | 1 | -9 | -60
LANA DNA inh | 0.2 | -0.4 | -1.4 | -0.6 | -1.3
DAGLB inh | 8 | -3 | -1 | -3 | 2
RTF Ca sens inh | -3 | 3 | -6 | 6 | -3
PvdQ inh | -4 | 5 | -7 | 11 | 14
Arr AP2 block | -2 | 35 | 0 | 37 | 36
NSD2 inh | 1 | 20 | -2 | -3 | 3
PKA-R2B act | -6 | 2 | -5 | 3 | 4
Keap1 Nrf2 FP | 0 | 6 | 4 | 0 | 1

16. COc1ccc(/C=C/C(=O)NCc2cn(C)nc2C)cc1COc1ccc(Cl)cc1Br
17. O=C(NCc1ccco1)C1CC(=O)N(CCc2ccccc2)C1 (configuration not stated)
18. COC(=O)c1ccc(C(=O)OC)c(NC(=O)CSCC(=O)O)c1
19. COc1cc(CNCCSc2nnnn2C)cc(Br)c1OCc1ccccc1
20. CC(C)C1N(S(=O)(=O)c2ccccc2)CCN1S(=O)(=O)c1ccccc1
Screen / compound no. | 16 | 17 | 18 | 19 | 20
SR-BI DiI inh | 12 | -14 | -22 | . | -1
SR-BI uptake up | -12 | 14 | 22 | . | 1
LANA DNA inh | -2.0 | -1.1 | 1.1 | 1.2 | -0.1
DAGLB inh | 2 | 0 | -3 | 0 | -1
RTF Ca sens inh | 0 | -13 | 0 | 1 | -7
PvdQ inh | -6 | -2 | 4 | -7 | 6
Arr AP2 block | 2 | 6 | 33 | -2 | 5
NSD2 inh | 0 | 3 | -1 | 2 | -3
PKA-R2B act | 2 | -5 | -5 | 1 | -1
Keap1 Nrf2 FP | 1 | 1 | -1 | -4 | 0

21. Cc1cccc(Nc2nnc(SCC(=O)NCc3cccs3)s2)c1
22. O=C(O)c1ccccc1Nc1ccnc(Cl)n1
23. Cc1ccc(/C=N\Nc2cn[nH]c(=O)c2Cl)cc1
24. O=C(CNC(=O)c1ccco1)N/N=C/c1cccs1
25. COc1ccccc1CNC(=O)CCc1cn(C)c2ccccc12
Screen / compound no. | 21 | 22 | 23 | 24 | 25
SR-BI DiI inh | -11 | . | -14 | -10 | 17
SR-BI uptake up | 11 | . | 14 | 10 | -17
LANA DNA inh | 2.5 | 0.0 | 1.8 | 1.2 | 1.1
DAGLB inh | 4 | 0 | 0 | 2 | -5
RTF Ca sens inh | 4 | -3 | -3 | 0 | -9
PvdQ inh | -3 | 11 | -5 | -11 | -12
Arr AP2 block | 3 | 18 | 4 | 5 | 9
NSD2 inh | . | 4 | 7 | -1 | -1
PKA-R2B act | 2 | -2 | -11 | 1 | -2
Keap1 Nrf2 FP | 1 | -1 | -1 | 3 | 1

26. COCCOC(=O)C1=C(C)NC(=O)NC1c1cccc2ccccc12 (configuration not stated)
27. COc1ccc(C(=O)NCc2nnc(SCC(=O)N3CCCCC3)o2)cc1
28. NC(CC(=O)O)c1ccc(Br)cc1 (configuration not stated)
29. O=C(c1ccc(F)cc1F)N1CCCc2ccccc21
30. Cc1ccc(C)c2nc3sc(C(=O)N4CCOCC4)c(N)c3cc12
Screen / compound no. | 26 | 27 | 28 | 29 | 30
SR-BI DiI inh | . | -6 | 8 | . | 44
SR-BI uptake up | . | 6 | -8 | . | -44
LANA DNA inh | -2.6 | -1.7 | 0.1 | -0.6 | -0.1
DAGLB inh | 0 | 0 | 0 | -10 | -1
RTF Ca sens inh | 2 | 1 | 14 | -8 | -12
PvdQ inh | -9 | -2 | 12 | 8 | -16
Arr AP2 block | 5 | -6 | 5 | 7 | -52
NSD2 inh | 3 | 8 | -3 | -4 | 7
PKA-R2B act | -7 | 0 | -5 | 4 | 2
Keap1 Nrf2 FP | -3 | 2 | -4 | 2 | -5

31. CC1(c2ccccc2)NC(=O)N(CC(=O)Nc2nc(-c3ccccn3)cs2)C1=O (configuration not stated)
32. O=C(CCCn1c(=S)[nH]c2ccccc2c1=O)NCCSCc1ccccc1
33. CCn1cc(C(=O)N(C)c2cc(C)ccc2OC)c2cc(OC)c(OC)cc2c1=O
34. O=C(CCc1nc(-c2ccccc2)no1)NC1CCCCC1
35. O=C(Nc1cccc(NC(=O)c2cccnc2)c1)c1cccnc1
Screen / compound no. | 31 | 32 | 33 | 34 | 35
SR-BI DiI inh | 0 | 10 | 5 | -3 | -10
SR-BI uptake up | 0 | -10 | -5 | 3 | 10
LANA DNA inh | 1.6 | 0.2 | -2.1 | -1.0 | 1.0
DAGLB inh | -2 | -6 | -1 | -1 | -2
RTF Ca sens inh | 2 | 4 | -1 | 0 | 2
PvdQ inh | 4 | 1 | 2 | -16 | -11
Arr AP2 block | 14 | 27 | 17 | -7 | -4
NSD2 inh | -5 | -1 | -2 | . | 23
PKA-R2B act | -1 | -5 | -9 | -3 | 4
Keap1 Nrf2 FP | 0 | 3 | -7 | -6 | -7

36. O=C(CNC(=O)c1ccc(F)cc1)NCc1ccccn1
37. CCOc1ccc(CCNC(=O)COC(=O)c2ccc(S(=O)(=O)N3CCCC3)cc2)cc1OCC
38. O=C(Nc1ccccc1N1CCCCC1)c1ccc(F)c(S(=O)(=O)N2CCOCC2)c1
39. Cc1ccc(C(=O)N/C(=C\c2ccc(-c3ccccc3[N+](=O)[O-])o2)C(=O)NCCCN2CCOCC2)cc1
40. Cc1ccc2nsnc2c1S(=O)(=O)N(Cc1cc2cccc(C)c2[nH]c1=O)CC1CCCO1 (configuration not stated)
Screen / compound no. | 36 | 37 | 38 | 39 | 40
SR-BI DiI inh | -30 | 6 | 32 | 8 | -25
SR-BI uptake up | 30 | -6 | -32 | -8 | 25
LANA DNA inh | -0.9 | -1.6 | 0.4 | 2.7 | -0.1
DAGLB inh | -1 | 3 | -1 | 0 | -1
RTF Ca sens inh | 2 | 9 | -17 | 4 | -5
PvdQ inh | -9 | -19 | -11 | -4 | -5
Arr AP2 block | 2 | -3 | -7 | -4 | 4
NSD2 inh | 49 | 1 | -1 | 10 | 6
PKA-R2B act | -2 | -4 | -9 | -12 | 2
Keap1 Nrf2 FP | 2 | -4 | -2 | -5 | 0

41. Cc1nc2ccc(NC(=O)N(C)c3ccccc3)cc2s1
42. CC(=O)Nc1ccc(S(=O)(=O)NC2(C(F)(F)F)C(=O)Nc3c2c(=O)[nH]c(=O)n3Cc2ccco2)cc1 (configuration not stated)
43. Cc1nn(-c2cccc(Cl)c2)nc1C(=O)O
44. CC1CN(S(=O)(=O)c2ccc(C(=O)Nc3ccc(S(=O)(=O)N4CCOCC4)cc3)cc2)CC(C)O1 (configuration not stated)
Screen / compound no. | 41 | 42 | 43 | 44
SR-BI DiI inh | -11 | -16 | -3 | -10
SR-BI uptake up | 11 | 16 | 3 | 10
LANA DNA inh | -0.7 | 1.6 | -0.4 | -0.8
DAGLB inh | -2 | -3 | 3 | 2
RTF Ca sens inh | 4 | -6 | -5 | 2
PvdQ inh | 8 | -9 | -8 | -5
Arr AP2 block | 12 | -8 | 16 | 0
NSD2 inh | -4 | -2 | -3 | -1
PKA-R2B act | -1 | 9 | 5 | 5
Keap1 Nrf2 FP | 4 | -2 | -1 | -5

This is a random part of the collection, and some 2.1% of all compounds hit somewhere here.
